M5 antag – CHRM5 antagonism in calcium assay | CHO-hM5 cells, Fluo-8 calcium fluorescence, ACh EC80 | 0.59% of 360,000 active | P08912 | AID 624040 | inhibition, % at 3 µM;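 active means inhibition above a per-plate cutoff, the mean of that plate's test compounds plus 3 SD, cut at about 27% in these data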;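 further: 0% = acetylcholine EC80 with DMSO and 100% = DMSO without agonist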
Target sequence (P08912 whole entry, looked up): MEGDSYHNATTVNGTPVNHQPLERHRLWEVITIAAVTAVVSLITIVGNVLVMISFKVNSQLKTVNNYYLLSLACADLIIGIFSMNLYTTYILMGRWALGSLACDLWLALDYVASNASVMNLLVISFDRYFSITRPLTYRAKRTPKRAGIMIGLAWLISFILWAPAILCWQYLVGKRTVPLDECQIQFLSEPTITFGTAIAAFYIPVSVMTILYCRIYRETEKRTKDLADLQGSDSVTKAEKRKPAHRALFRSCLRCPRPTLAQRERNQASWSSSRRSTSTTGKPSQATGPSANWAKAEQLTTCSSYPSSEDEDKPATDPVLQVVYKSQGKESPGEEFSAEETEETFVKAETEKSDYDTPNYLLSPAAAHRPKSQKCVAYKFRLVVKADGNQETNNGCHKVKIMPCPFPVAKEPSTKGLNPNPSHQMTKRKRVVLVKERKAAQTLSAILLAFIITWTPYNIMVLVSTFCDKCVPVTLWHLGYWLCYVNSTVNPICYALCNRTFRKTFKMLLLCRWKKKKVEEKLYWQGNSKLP
CRFBP-R2 agonist – agonists of human CRF-binding protein/CRF-R2 receptor complex | activation, % at 13.2 µM | HEK293 CRF-R2/CRF-BP, calcium dye fluorescence (FLIPR); percent of saturating CRF peptide response | 0.46% of 350,000 active;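 active means activation of at least 50%, plus an integration ratio under a set limit after plate pattern correction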;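 further: plate controls were neutral control wells without compound for no effect and CRF at EC100 for full effect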
M1 PAM – human CHRM1 positive allosteric modulation; P11229; CHO-K1 hM1, Fluo-8 calcium fluorescence, ACh EC20; 0% = ACh EC20, 100% = maximal ACh; activation, % at 3 µM; 0.088% of 360,000 active; AID 588819; in the data active means activation above about 19%, passing the limit was not always enough
Target sequence (P11229 whole entry, looked up): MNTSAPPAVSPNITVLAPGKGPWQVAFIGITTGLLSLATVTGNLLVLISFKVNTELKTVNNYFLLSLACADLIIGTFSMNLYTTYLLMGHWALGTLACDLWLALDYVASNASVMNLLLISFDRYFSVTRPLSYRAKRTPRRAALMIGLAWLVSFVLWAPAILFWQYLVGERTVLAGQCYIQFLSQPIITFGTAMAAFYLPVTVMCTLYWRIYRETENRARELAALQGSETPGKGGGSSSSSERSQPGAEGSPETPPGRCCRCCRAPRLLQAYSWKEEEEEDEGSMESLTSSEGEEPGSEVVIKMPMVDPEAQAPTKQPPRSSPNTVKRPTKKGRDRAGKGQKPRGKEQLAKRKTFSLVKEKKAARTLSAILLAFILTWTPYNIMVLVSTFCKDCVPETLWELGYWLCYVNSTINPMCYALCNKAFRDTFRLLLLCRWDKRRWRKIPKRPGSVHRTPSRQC
M4 antag – CHRM4 antagonism in calcium assay; P08173; CHO-hM4 cells, ACh EC80, Fluo-8 calcium fluorescence; inhibition, % at 3 µM; 0.73% of 360,000 active; AID 624125;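 active means inhibition above its plate's cutoff, the mean inhibition of sample wells plus 3 SD, cut at about 27% in these data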;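 further: 0% = acetylcholine EC80 with DMSO and 100% = DMSO without agonist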
CRFBP-R2 block – CRF-BP/CRF-R2 complex antagonism. inhibition, % at 11.8 µM. AID 588475. HEK293 CRF-R2/CRF-BP, CRF-induced calcium fluorescence. 0.59% of 350,000 active;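 active means inhibition of the ligand-induced calcium signal above about 50% at the single tested concentration, limit read from the data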
CHRM4 agonist – CHRM4 agonism in calcium assay; activation, % at 3 µM; CHO-K1 hM4/Gqi5, Fluo-8 calcium fluorescence; vehicle 0%, full acetylcholine response 100%; P08173; 0.14% of 360,000 active;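 active means activation above the run mean over all test wells plus 3 SD, cut at about 32% in these data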;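 further: peak over basal fluorescence ratio per well then scaled between controls; 0% = DMSO wells and 100% = acetylcholine at EC100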
CHRM5 PAM – positive allosteric modulators of human muscarinic M5 receptor | P08912 | CHO-K1 hM5, Fluo-8 calcium, ACh EC20 PAM; 0% = ACh EC20, 100% = ACh EC100 | activation, % at 3 µM | 0.3% of 360,000 active;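 active means activation above the run cutoff, the mean activation of all test compounds plus 3 SD, cut at about 18% in these data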
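Assay system: CHO-K1 hM5 cells. Also added: acetylcholine at EC20 concentration, added after compound. Dosing: 3 µM, single dose. Times: compound preincubation 140 s before EC20 acetylcholine addition. Signal: Fluo-8 calcium fluorescence. Measure: % activation relative to EC20 and EC100 ACh responses. Repeats: singlicate, one well per test compound.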
CHRM5 agonist – CHRM5 agonism in calcium assay | P08912 | CHO-K1 hM5 cells, Fluo-8 calcium fluorescence; 0% DMSO wells, 100% maximal acetylcholine response | activation, % at 3 µM | 0.19% of 360,000 active | AID 624037;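 active means activation above the run's mean over test compounds plus 3 SD, cut at about 23% in these data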;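 further: signal is peak over basal fluorescence ratio across the kinetic read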
CHRM4 PAM – potentiates acetylcholine response at human M4 receptor; activation, % at 3 µM; 0.4% of 360,000 active; AID 624126; CHO-K1 hM4/Gqi5, Fluo-8 calcium fluorescence, ACh EC20; 0% = ACh EC20, 100% = maximal ACh; P08173;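 active means activation above its plate's cutoff, the mean activation of sample wells plus 3 SD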; further: some results filed as inactive read as strong as hits
The depositor's hits bear a star; · = not tested or not shown.

SMILES	M5 antag	CRFBP-R2 agonist	M1 PAM	M4 antag	CRFBP-R2 block	CHRM4 agonist	CHRM5 PAM	CHRM5 agonist	CHRM4 PAM
COc1ccccc1N(CC(=O)N1CCCCC1C)S(=O)(=O)c1ccc(Cl)cc1 (stereo unspecified)	6.2	55.2*	11.0	-17.8	-11.5	-0.7	-0.5	-2.3	2.0
O=[N+]([O-])c1ccc(OCCCCCN2CCOCC2)cc1	7.7	-0.4	1.8	-0.4	15.0	1.2	0.0	-7.8	-0.7
CCCCN(Cc1ccco1)S(=O)(=O)c1c[nH]c(C(=O)OC)c1	-18.4	-2.8	4.1	-6.3	15.9	1.4	3.5	-6.3	9.1
COc1ccc(CN2C(=O)CCC(C(=O)O)C2c2ccccc2)cc1 (stereo unspecified)	-7.4	2.9	1.1	-9.5	-8.9	0.0	3.0	0.3	6.2
NC(=O)c1ccccc1OCC(=O)N1CCCc2ccccc21	-0.1	0.3	-2.4	-11.3	10.4	7.4	-4.1	3.2	0.8
CN(Cc1cccnc1)C(=O)CNC(=O)c1ccc(Cl)cc1Cl	1.0	-0.2	7.9	-1.7	-7.8	1.3	0.4	-0.2	-4.6
Cc1ccc(C(=O)NCc2ccco2)cc1S(=O)(=O)Nc1cccc(C)c1C	7.1	-6.0	-1.6	5.7	24.8	0.6	-0.9	-1.9	4.0
O=C(Nc1ccnn1C1CCN(Cc2cc(Cl)ccc2O)CC1)C1CC1	-4.4	0.0	7.5	-2.5	4.6	5.8	7.6	3.6	-2.8
CCCn1c2ccccc2c2cnn(CC(=O)NCCCN3CCCC(C)C3)c(=O)c21 (stereo unspecified)	-16.8	1.9	-0.9	-8.2	-15.8	1.1	8.1	-5.5	11.7
CCN1CCN(CC(=O)N2N=C(c3cccs3)CC2c2ccc(C)cc2)C(=O)C1=O (stereo unspecified)	4.2	-0.1	-5.4	-0.5	-0.7	1.0	4.9	-0.4	0.1
CC(=O)c1ccc(/C=C/c2nc3ccccc3n2C)o1	6.2	5.6	-8.8	5.7	-26.6	0.8	3.6	0.0	-4.2
CC(C)NC(=O)C12CC3CC(C1)CC(n1cnc(Cl)n1)(C3)C2	2.5	-0.9	5.5	7.0	24.6	0.3	-4.8	-4.4	-1.2
C/C=C/c1cccc(-c2nc(C(=O)N3CCCCC3)cc3c2[C@H](CCO)N(C(=O)NC(C)C)C3)c1	3.4	·	·	5.7	·	0.6	-0.6	1.1	-0.5
CCCc1nnc(NC(=O)CCCC(=O)O)s1	-0.7	12.5	10.5	-4.9	27.3	-0.4	-2.2	3.5	-2.3
CN(CC(=O)Nc1cccc(F)c1)C(=O)c1ccc(N2CCCCCC2)c([N+](=O)[O-])c1	0.9	0.0	1.9	-4.5	-11.5	2.1	-1.3	4.3	-6.5
COc1ccc(NC(=O)C(c2ccncc2)n2c(=O)c(-c3ccccc3)nc3ccccc32)cc1 (stereo unspecified)	2.3	·	·	-4.4	·	5.0	-2.4	1.7	2.3
O=C(CCN1C(=O)C2C3C=CC(C3)C2C1=O)N1CCN(c2cccc(Cl)c2)CC1 (stereo unspecified)	1.9	-1.1	-2.6	-2.3	-18.2	5.4	-8.9	1.0	-7.0
Cc1cc(C)cc(N(CC(=O)N2CC=C(c3ccccc3)CC2)S(=O)(=O)c2c(C)noc2C)c1	1.0	0.1	-5.4	-6.2	-6.6	1.6	-4.9	0.0	1.4
COc1ccccc1N(CC(=O)NCc1ccco1)S(C)(=O)=O	8.8	-2.4	4.8	6.8	1.2	0.1	-9.6	-4.2	-5.4
C[C@H](CO)N1C[C@H](C)[C@@H](CN(C)S(=O)(=O)c2cccs2)Oc2ccc(NC(=O)CCC(F)(F)F)cc2C1=O	2.5	-0.5	-34.5	28.6*	4.7	-0.7	-1.3	-7.5	-5.8
Cc1nc2nc(C)c(C)nc2nc1C	-0.4	·	16.2	0.4	·	0.2	1.6	1.8	3.3
O=C(NCCC1=CCCCC1)c1cc(-c2ccncc2)nc2ccccc12	2.9	-4.2	7.7	-3.5	-2.7	1.5	3.4	-3.0	11.0
COC(=O)C1=C(C)NC(C)=C(C(=O)OC)C1c1ccc(N(C)C)cc1	1.9	-4.7	7.5	-6.7	-3.9	2.7	1.3	-5.7	4.0
Cc1ccc2c(c1)S/C(=C\c1cccc[n+]1C)N2CCO	6.5	-0.3	4.5	3.3	1.0	0.9	-3.0	-6.4	-2.4
O=C(O)CCn1c(=O)sc2ccccc21	-2.1	1.1	6.7	-7.0	14.8	1.1	2.6	0.6	4.3
SMILES	M5 antag	CRFBP-R2 agonist	M1 PAM	M4 antag	CRFBP-R2 block	CHRM4 agonist	CHRM5 PAM	CHRM5 agonist	CHRM4 PAM
O=S(=O)(c1ccc(F)cc1)N1CCC(O)(c2ccc3c(c2)OCO3)CC1	-4.5	-1.7	2.4	0.4	8.6	4.5	-0.5	-0.9	5.1
CCN(CC)C(=O)CC(c1cc(OC)c(OC)c(OC)c1)c1c(OC)cc(OC)c2c(-c3ccccc3)cc(=O)oc12 (stereo unspecified)	-0.8	-0.2	7.2	2.4	11.3	0.8	5.4	0.0	9.4
COC(=O)c1cccc(NC(=O)CC2C(=O)NCCN2C(=O)Nc2cc(C)cc(C)c2)c1 (stereo unspecified)	3.0	0.3	1.3	2.9	-6.8	1.1	-5.4	-0.2	2.9
Cc1cccc(OCCSc2nncn2C)c1	3.9	0.6	3.9	7.5	-13.4	0.4	8.0	-5.0	-0.3
CCOc1ccc(C(=O)NCCCCNC(=O)c2ccc(OCC)cc2)cc1	17.0	-1.2	16.4	0.5	1.8	-0.1	-3.5	0.7	-3.3
CC1=C(OC(=O)c2ccccc2)C(C)(C)C(c2ccccc2)OC1=O (stereo unspecified)	2.5	3.0	14.7	-9.3	-9.8	-0.7	2.0	-0.2	5.5
CCOC(=O)CN1C(=O)N[C@@H](c2ccco2)C(C(C)=O)=C1C	4.7	-0.9	6.9	5.0	4.0	2.6	1.8	2.2	6.7
COC(=O)C1=NN(c2ccc(Cl)cc2)C2C(=O)N(c3ccccc3OC)C(=O)C12 (stereo unspecified)	-2.8	-1.3	-0.5	-5.8	-11.3	4.4	5.7	-1.1	10.3
COc1ccc(CNS(=O)(=O)c2c(C(=O)N3CCCCCC3)c(C)n(C)c2C)cc1	2.5	-1.6	3.5	4.6	-12.3	1.1	1.0	-1.8	2.0
COc1cc(NCCC(=O)c2cccs2)c(OC)cc1Cl	4.6	-7.2	-5.5	-4.2	13.4	-0.9	1.8	-10.1	-1.3
COc1cccc(NC(=O)CSc2nnc(NC(=O)C3CC3)s2)c1	12.9	0.6	-1.1	-3.6	5.6	3.4	-3.5	-2.3	7.3
Cc1ccc(N=Cc2nc(-c3ccc(C)cc3)oc2O)cc1	-6.0	0.8	11.8	1.0	1.3	0.4	10.3	3.5	-1.0
CCOc1ccc(C(N)=O)cc1OC	5.6	1.5	11.9	3.2	-9.1	0.3	-4.1	0.1	4.5
O=C(CNC(=O)c1ccc(Br)o1)NNC(=O)c1ccccc1	-2.3	1.1	5.4	-4.6	1.6	0.2	4.2	1.3	0.2
Cc1c(C(=O)NCc2cccc(Cl)c2)sc(=O)n1Cc1ccc(C(=O)N(C)C)cc1	-2.0	·	-0.4	-17.2	·	7.1	-5.4	3.5	6.1
O=C(CSc1nnc2scc(-c3ccc(Cl)cc3)n12)NCc1ccc2c(c1)OCO2	0.4	1.6	7.8	-15.2	-1.3	0.5	1.7	2.6	5.4
O=C1CCCN1CCCNS(=O)(=O)c1ccc(Cl)c(C(=O)N2CCOCC2)c1	-3.7	0.1	10.0	1.0	-5.9	1.3	2.3	-0.5	20.9
Cc1ccccc1C(=O)NC1CC(C)(C)NC(C)(C)C1	-2.6	0.6	4.6	5.2	-10.3	0.3	10.2	-3.3	7.9
CC1CC(C)CN(C(=O)CCC(=O)Nc2nnc(C3CCCCC3)s2)C1 (stereo unspecified)	-3.7	1.1	8.9	-2.3	-14.8	0.3	6.3	2.9	8.1
CC(=O)Nc1c(Cl)n(C(C)=O)c2ccccc12	4.6	1.4	2.1	-2.3	7.9	0.1	-1.7	-6.1	0.0
Cc1nn(Cc2c(F)c(F)c(F)c(F)c2F)c(C)c1NC(=O)c1nn(C)cc1[N+](=O)[O-]	-3.0	-1.3	-0.3	-3.4	25.3	4.4	0.2	6.2	4.0
COc1cccc(NC(=O)CN(C)C(=O)c2cccc(S(=O)(=O)N3CCN(c4ccccc4)CC3)c2)c1	9.6	3.9	-4.7	1.3	3.3	14.1	-13.5	0.3	-5.3
N#Cc1ccc2ccn(CC(=O)NC3CCCCCC3)c2c1	-4.8	-2.5	8.1	-15.5	-5.3	0.7	4.1	-5.2	9.7
COC(=O)C(=O)C1CCc2c(Cl)cc(OC)c(OC)c2C1=O (stereo unspecified)	-3.9	-1.2	-4.2	0.2	19.6	1.6	11.4	3.3	-0.4
Cc1onc(C(=O)Nc2ccccc2C(F)(F)F)c1[N+](=O)[O-]	-2.8	0.1	9.9	-3.0	-11.5	0.5	6.0	-3.7	-1.6
SMILES	M5 antag	CRFBP-R2 agonist	M1 PAM	M4 antag	CRFBP-R2 block	CHRM4 agonist	CHRM5 PAM	CHRM5 agonist	CHRM4 PAM
CCO[C@@H]1OC(C(=O)N2CCCCCCC2)=C[C@H](c2ccc3c(c2)OCO3)[C@H]1CCCO	-0.3	9.2	8.8	4.6	-14.3	2.3	6.2	2.9	1.6
COc1cccc(-c2nc(CS(=O)CC(=O)NC3CC3)c(C)o2)c1 (stereo unspecified)	7.4	1.9	12.2	-5.5	9.8	0.7	-4.3	0.6	1.7
O=C(NC(=S)Nc1cc(C(F)(F)F)ccc1N1CCOCC1)c1sc2ccccc2c1Cl	7.8	1.9	0.1	-4.8	-17.9	1.2	-7.4	-0.5	5.0
CCCCN(C)CCNC(=O)CN1C(=O)CSc2ccc(S(=O)(=O)N3CCCC3)cc21	2.2	-0.1	2.5	-3.1	-4.9	0.7	-0.2	-7.2	3.0
COC(=O)c1cc(S(=O)(=O)N2CCC(c3cc(OC)ccc3OC)C2)c[nH]1 (stereo unspecified)	20.0	-0.1	-10.6	11.9	2.0	12.7	-12.9	3.7	-7.8
O=C(CSc1nnc(CNC(=O)c2ccco2)o1)c1ccccc1	-7.8	0.2	5.5	4.4	-4.6	0.5	9.9	-1.3	0.8
CCCN(CC(=O)Nc1ccc(C)cc1Br)CC(=O)Nc1ccc(F)c(F)c1F	-0.6	1.6	-2.9	9.8	-9.8	-2.6	-4.8	-3.9	-12.7
Cc1cccn2c(=O)c3cc(C(=O)NC4CCCC4)c(=N)n(CCCN4CCOCC4)c3nc12	-2.4	0.6	6.0	4.5	-6.0	1.1	4.5	-3.8	0.2
Cc1c(-c2ccccn2)c(=O)[nH]n1-c1ccc(F)cc1	-8.7	-1.0	8.5	-2.5	10.7	0.6	-1.6	-1.5	3.0
CCCNC(=O)c1ccc(CN2CCOCC2)cc1	-12.7	0.5	5.9	-2.6	46.5	0.9	-1.9	-0.8	-5.6

Single records, as listed above. Order of screens: M5 antag | CRFBP-R2 agonist | M1 PAM | M4 antag | CRFBP-R2 block | CHRM4 agonist | CHRM5 PAM | CHRM5 agonist | CHRM4 PAM
Profile of COC(=O)c1cc(S(=O)(=O)N2CCC(c3cc(OC)ccc3OC)C2)c[nH]1 (stereo unspecified) : 20.0 | -0.1 | -10.6 | 11.9 | 2.0 | 12.7 | -12.9 | 3.7 | -7.8
Profile of O=C(CSc1nnc(CNC(=O)c2ccco2)o1)c1ccccc1 : -7.8 | 0.2 | 5.5 | 4.4 | -4.6 | 0.5 | 9.9 | -1.3 | 0.8
Profile of CCCCN(C)CCNC(=O)CN1C(=O)CSc2ccc(S(=O)(=O)N3CCCC3)cc21 : 2.2 | -0.1 | 2.5 | -3.1 | -4.9 | 0.7 | -0.2 | -7.2 | 3.0

Screens (PubChem BioAssay)
